EBNA-1 inh: blocks EBNA-1 binding to DNA. EBNA-1 DNA binding, fluorescence polarization. 0.34% of 300,000 active. inhibition, % at 14.8 µM; in the data active means inhibition above about 28%
Bcl-xL primary: blocks human Bcl-xL binding to Bim BH3 peptide | inhibition, % at 10.9 µM | AID 2129 | Q07817 | GST-Bcl-xL / FITC-Bim BH3 peptide fluorescence polarization | 0.7% of 320,000 active;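 active means inhibition above the mean of all tested compounds plus 3 SD, cutoff set per campaign, cut at about 30% in these data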;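 further: 0% = DMSO wells and 100% = unlabeled Bim-BH3 peptide competitor; inhibitors lower millipolarization by displacing the labeled peptide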
GLD-1 RNA inh: GLD-1-TGE RNA interaction inhibition (C. elegans). Q17339. purified GLD-1 + fluorescein TGE RNA, fluorescence polarization. inhibition, % at 5.96 µM. 0.44% of 320,000 active. AID 2280;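 active means percent inhibition above a per-plate cutoff, the plate mean of test compounds plus 3 SD, cut at about 30% in these data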;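 further: 0% = DMSO wells with GLD-1 and probe and 100% = wells lacking GLD-1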
Target sequence (Q17339 whole entry, looked up): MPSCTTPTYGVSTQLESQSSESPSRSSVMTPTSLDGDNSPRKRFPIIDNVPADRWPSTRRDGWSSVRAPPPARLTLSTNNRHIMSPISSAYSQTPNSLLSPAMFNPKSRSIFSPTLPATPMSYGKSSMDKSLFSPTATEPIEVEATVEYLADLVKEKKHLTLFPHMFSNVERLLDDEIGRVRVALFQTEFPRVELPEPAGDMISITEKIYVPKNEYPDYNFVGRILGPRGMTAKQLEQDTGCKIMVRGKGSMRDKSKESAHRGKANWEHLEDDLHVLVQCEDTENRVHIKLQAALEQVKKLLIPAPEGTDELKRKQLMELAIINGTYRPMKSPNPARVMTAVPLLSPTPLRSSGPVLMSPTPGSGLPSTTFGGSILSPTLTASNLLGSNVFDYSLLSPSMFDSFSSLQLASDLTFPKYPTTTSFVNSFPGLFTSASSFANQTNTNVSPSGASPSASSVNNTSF
MCL1 BIM primary: inhibitors of human MCL1 binding to BIM-BH3 peptide; Q07820; GST-MCL1 / FITC-Bim-BH3 fluorescence polarization; inhibition, % at 10.9 µM; 0.68% of 320,000 active;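 active means inhibition above the mean inhibition of all tested compounds plus 3 SD, set per campaign, cut at about 40% in these data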;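 further: 0% = DMSO wells and 100% = unlabeled Bim-BH3 peptide control; higher means more loss of mP so more displacement of Bim peptide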
Target sequence (Q07820 whole entry, looked up): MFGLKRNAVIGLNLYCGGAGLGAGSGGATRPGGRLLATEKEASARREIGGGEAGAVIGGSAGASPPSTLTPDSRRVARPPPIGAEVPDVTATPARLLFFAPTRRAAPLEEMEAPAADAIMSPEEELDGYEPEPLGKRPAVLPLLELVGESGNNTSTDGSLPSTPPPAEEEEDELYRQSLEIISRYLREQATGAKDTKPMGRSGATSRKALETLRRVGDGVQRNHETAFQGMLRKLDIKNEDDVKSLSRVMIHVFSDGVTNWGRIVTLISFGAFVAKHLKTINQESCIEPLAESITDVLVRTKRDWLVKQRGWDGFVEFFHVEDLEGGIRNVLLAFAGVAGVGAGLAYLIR
CR mimetic SO: lowers age-related superoxide in aged yeast cells | S. cerevisiae aged cells, superoxide DHE fluorescence; active compounds read low | superoxide response (% of plate mean), % at 10 µM | 0.18% of 330,000 active | AID 2690;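 active means superoxide response under a set limit, about three screen SD below normal, cut at about 65% in these data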;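 further: yeast aged for seven days with compound at 30 °C before DHE staining; 100% = average MFI of all compound-treated wells on the plate with controls excluded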
MEX-5 binding: C. elegans MEX-5 TCR-2 RNA binding activity; activity score (negative = inhibition of binding), % at 10 µM; MEX-5/FITC-TCR2 RNA binding, fluorescence polarization; active compounds read low; Q9XUB2; 0.38% of 300,000 active;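 active means inhibition past about -25% in most replicates, and total fluorescence under double the plate's negative control median, limit read from the data; inconclusive means replicates evenly split on the limit, or fluorescence at least double controls; inactive means too little inhibition in most replicates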;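 further: 0% = DMSO and -100% = 5 µM competing unlabeled TCR2 RNA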
ZTA counter: blocks Epstein-Barr virus ZTA, an EBNA-1 counter-screen; inhibition, % at 11 µM; 0.15% of 320,000 active; P03206; ZTA-DNA binding, fluorescence polarization; in the data active means inhibition above about 33%
Target sequence (P03206 whole entry, looked up): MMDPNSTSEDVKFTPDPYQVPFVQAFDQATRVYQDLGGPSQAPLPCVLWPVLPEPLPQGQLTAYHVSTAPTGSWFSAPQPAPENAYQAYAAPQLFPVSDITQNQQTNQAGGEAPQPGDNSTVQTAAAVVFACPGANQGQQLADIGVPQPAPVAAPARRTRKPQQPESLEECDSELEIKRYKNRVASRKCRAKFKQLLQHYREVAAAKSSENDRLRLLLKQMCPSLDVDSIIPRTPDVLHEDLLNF
Fam108B counter: counter-screen for RBBP9 inhibitors: inhibitors of mouse Fam108B. AID 1947. recombinant Fam108B, FP-Rh probe fluorescence polarization. inhibition, % at 9.51 µM. 0.33% of 300,000 active;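 active means inhibition above the screen mean inhibition plus 3 SD, computed separately per campaign, cut at about 18% in these data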;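 further: inhibitors lower polarization as less probe binds the enzyme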
Efflux pump mplx: antifungal efflux pump inhibition, Nile Red retention | S. cerevisiae Candida pump triplex | inhibition, % at 10 µM | 0.44% of 330,000 active;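 active means plate passing quality check with inhibition over a set limit, or well fluorescence over plate mean plus 4 SD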;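 further: Nile Red retained in pooled yeast measured as flow cytometry median fluorescence; 0% = buffer negative control and 100% = Enniatin B positive control; higher means more Nile Red kept so more efflux inhibition; some compounds called inactive have numbers as strong as hits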
An asterisk follows results filed as active; ? = inconclusive; · = not tested or not shown; & = joins results of further samples; ! = repeats disagree. An excerpt, so the mix of outcomes need not match the whole.

Structure,MCL1 BIM primary,CR mimetic SO,MEX-5 binding,Fam108B counter,Efflux pump mplx,ZTA counter,EBNA-1 inh,GLD-1 RNA inh,Bcl-xL primary
Cc1c(C=C2C(=O)NC(=O)NC2=O)c(=O)n(-c2ccccc2)n1C,-8,92,·,5,-0.2,9,4,-18,-8
O=[N+]([O-])c1ccc(N2CCOCC2)c2cccnc12,3,148,1.8,0,-0.1,15,-8,2,8
O=C(N/N=C/c1c(O)n(CCc2ccc(F)cc2)c(=O)[nH]c1=O)c1ccncc1,28,127,-2.5,-2,0.3,22,-1,-10,-5
COc1ccc(NP(=O)(Oc2cccc(C)c2)Oc2cccc(C)c2)cc1OC,8,88,-1.4,-1,0.2,-5,2,4,3
CN1CCCC(C(=O)c2ccc(Cl)cc2)C1 (configuration not stated),-2,88,1.1,10,0.1,-26,5,8,3
CCOc1cc(CN2CCN(C(=O)Cc3ccccc3)CC2)ccc1OC,8,90,2.1,1,0.1,-6,-4,4,4
CC12CC[C@H]3[C@@H](CCC4(O)C[C@H](O)CCC34/C=N/NC(=O)c3ccc(O)cc3)C1(O)CCC2C1=CC(=O)OC1 (some centres not stated),5,93,-0.7,-2,0.1,-19,-8,2,3
Cc1cccc(-n2c(O)c(/C=C/C=Nc3ccccc3)c(=O)[nH]c2=O)c1,-236,90,?,-12,0.1,3,-13,-206,-128
CCCc1cc(=O)oc2cc(OCC(=O)N3C[C@H]4C[C@@H](C3)c3cccc(=O)n3C4)ccc12,-5,94,0.3,0,0.0,8,-6,7,1
CCN1CCN(Cc2cc(C(C)(C)C)c(O)c(C(C)(C)C)c2)CC1,3,98,0.3,6,0.1,12,-4,-4,6
CNC(=O)c1cccn(Cc2cc(C(F)(F)F)cc(C(F)(F)F)c2)c1=O,-1,101,-1.5,-1,-0.1,-7,-9,4,4
COc1cc(C=C2C(=O)NC(=O)NC2=O)ccc1OS(=O)(=O)c1ccccc1[N+](=O)[O-],13,106,-2.4,-6,0.1,25,4,9,7
COc1ccc(C(=O)NC(=S)N2C[C@H]3C[C@H](C2)c2cccc(=O)n2C3)cc1,5,77,2.7,2,-0.2,-30,-9,7,3
COC(=O)C1=C(c2cccc(OC)c2OC)C[C@@H]2CC[C@H]1N2C(=O)NC1CC1,6,101,-0.9,3,0.1,16,6,1,2
CCCCn1c(NC(=O)c2ccco2)c(C(=O)OCC)c2nc3ccccc3nc21,9,131,-3.7,49*,0.4,-7,-9,20,20
CCN(CC)c1ccc(N=Cc2c(O)n(Cc3ccccc3)c(=O)[nH]c2=O)cc1,-19&-8,104&104,-29*!,2&2,0.5&0.2,-11&6,-7&-8,-5&-11,-5&-4
COc1ccc(C(C)=O)cc1CC(C(=O)c1ccc(C)c(C)c1)N(C)C (configuration not stated),8,80,2.4,9,-1.7,-3,9,-1,6
CCOc1cc(CNCCc2ccccc2F)ccc1OC,4,111,0.4,-3,0.3,23,3,0,7
COC(=O)C1=C(c2cccc(OCc3ccccc3)c2)C[C@@H]2CC[C@H]1N2C(=O)NCCCOC(C)C,9,99,·,·,-0.2,-24,·,6,3
CCc1ccc(C2=NN(CCC(=O)N3CCC4(CC3)OCCO4)C(=O)CC2)cc1,2,93,-1.2,-2,0.0,5,3,-1,6
O=C(C(=O)N1CCOCC1)c1cn(Cc2ccccc2Cl)c2ccccc12,-1,108,3.4,3,0.4,-1,-2,-1,1
Cc1cc(C(=O)Nc2ccc3c(c2)OCCO3)nn1C(C)(C)C,5,107,2.7,1,0.1,10,3,0,6
CCC(CO)Nc1ccc([N+](=O)[O-])c2cccnc12 (configuration not stated),-3,107,0.9,5,0.1,0,-3,-11,-2
c1ccc(CC(NCc2ccco2)c2ccccc2)cc1 (configuration not stated),1,107,-0.4,-4,-0.1,-25,-10,1,-3
CC(=NCCC1=CCCCC1)c1c(O)n(-c2ccccc2)c(=O)[nH]c1=O,8,116,-1.3,2,-0.1,-1,0,5,1
CCOP(=O)(OCC)C(O)c1ccc(OC)c(OC)c1 (configuration not stated),49*,88,0.9,-3,-0.2,-18,-5,22,34*
CC(=O)CC(=O)C1C(=O)N(C)C(=O)N(C)C1=O,5,103,-0.9,-1,0.0,2,-11,2,4
O=C(CCCc1ccccc1)NCCc1cnc[nH]1,-1,87,1.4,2,0.1,-11,5,3,3
NC(N)=Nc1ccc2[nH]c3c(c2c1)C[C@@]1(O)[C@H]2Cc4ccc(O)c5c4[C@@]1(CCN2CC1CC1)[C@H]3O5,-37,106,·,-3,0.1,6,4,0,2
Cc1ccccc1CN1CCN(c2ccc(Cl)cc2)CC1,10,85,-0.4,2,-0.1,-22,3,-3,2
COc1cccc(CN2CCN(Cc3cccc(F)c3)CC2)c1,5,110,-2.4,2,0.1,5,-3,-1,5
CCOc1ccc(-n2c(CC)nc3ccccc3c2=O)cc1,2,99,0.6,0,-0.2,-10,6,2,-1
CN1CCCN(C(=O)COc2ccc(F)cc2Cl)CC1,0,103,-0.1,2,0.2,7,-6,-2,-2
CN(C)c1ccc(/C=C2\CC3C4CC=C5CC(O)CCC5(C)C4CCC3(C)C2=O)cc1 (configuration not stated),-5,83,1.9,0,0.0,-2,-8,-4,2
COc1ccc(Oc2cc(NC(=O)c3nn(C)cc3[N+](=O)[O-])cc([N+](=O)[O-])c2)cc1,12,100,0.8,-1,-0.2,5,9,7,7
Cc1cc(OCC(=O)NCc2cccnc2)c2c3c(c(=O)oc2c1)CCCC3,-2,86,0.0,0,0.1,0,-9,0,5
N#Cc1ccccc1Cn1cc(C(=O)c2ccco2)c2ccccc21,11,109,1.4,2,0.0,8,0,2,1
c1ccc(CCN2CCC(N3CCN(c4ccccc4)CC3)CC2)cc1,0,100,2.3,9,0.1,-9,8,-5,3
CCN(CC)c1ccc(/C=C/[N+](=O)[O-])cc1,-134,95,12,4,0.0,8,2,-102,-66
CNC(=O)Oc1ccc(N(C)C)cc1C(C)C,-3,111,0.5,3,0.1,1,-3,-1,2
CCN(CC)C(=O)c1ccc(NC(=O)c2ccc(-c3nn(C)c(=O)c4ccccc34)cc2)cc1,12,93,-2.5,2,0.4,-1,6,-2,21
CCOC(=O)c1c(C)n(C(C)C)c2ccc(OC)cc12,6,85,2.5,-3,0.2,6,13,5,7
CC(C)[N+](C)(CCC(C(N)=O)(c1ccccc1)c1ccccc1)C(C)C,-11,102,-0.9,-2,0.3,4,0,-6,-5
Clc1cccc(C2NCCc3[nH]cnc32)c1 (configuration not stated),1,88,-1.9,-1,-0.2,0,7,0,2
CCOc1cc(CNCCc2c[nH]c3ccccc23)cc(Cl)c1OCC,9,98,0.0,5,0.0,5,3,4,2
CNC(=S)N1CCN(CCN=Cc2c(O)n(-c3ccc(C)cc3)c(=S)[nH]c2=O)CC1,6,101,8.5,0,0.0,7,8,2,4
CC(C)CCOP(N)(=O)Oc1ccccc1Cl (configuration not stated),-6,104,-1.0,-1,0.1,-1,6,6,2
Cc1cc(OCCN2CC2)c2ccccc2n1,-1,103,6.9,-1,0.3,-3,-2,0,-1
COC(=O)C1=C(c2ccc(F)cc2OCc2ccccc2)C[C@@H]2CC[C@H]1N2C(=O)NCc1ccco1,5,90,·,·,0.1,-2,·,2,0
CCN1C(=O)C(=Cc2cc(C)n(C3CC3)c2C)C(=O)N(CC)C1=S,-30,101,-0.8,-4,0.3,3,-4,-1,-12
CCC[C@H](N[C@@H](CCC)[C@H](O)c1ccccc1)[C@H](O)c1ccccc1,5,105,0.9,0,-0.1,2,-3,0,2
CN1CCC2(CC1)NC(=O)C1=C(CN(C)CC1)N2,-2,94,-1.6,0,-0.2,19,-6,1,6
COc1ccc2c(c1OC)C(=O)OC2c1c(O)n(C2CCCCC2)c(=O)[nH]c1=O (configuration not stated),2,87,6.7,2,0.0,10,1,-7,-7
O=C(Nc1cccc(OC(=O)N2CCCCC2)c1)N1CCOCC1,4,109,0.5,2,0.0,18,1,7,3
Fc1ccc2c(c1)nnn2C1CCN(Cc2nnnn2CCc2ccccc2)CC1,6,92,2.1,-1,0.2,-6,-8,7,4
CCCCNS(=O)(=O)c1ccc(OCC(=O)N2CCN(Cc3ccc4c(c3)OCO4)CC2)cc1,1,·,-2.7,2,-0.2,-10,0,-2,3
COC(=O)C1=C(c2ccc(S(C)(=O)=O)cc2)C[C@@H]2CC[C@H]1N2C(=O)NCCCOC(C)C,0,111,3.6,-7,0.0,11,-9,6,2
CC(=O)Nc1ccc(N=Cc2c(O)n(Cc3ccco3)c(=O)[nH]c2=O)cc1,6,103,-0.1,1,-0.1,-8,-1,2,2
COc1cc2c3cc1Oc1cc(ccc1O)C[C@@H]1c4c(cc(OC)c(O)c4Oc4cccc(c4)C[C@@H]3N(C)CC2)CC[N+]1(C)C,9,98,·,-5,-0.2,-12,-4,1,6
O=C(N/N=C/c1c(O)n(-c2ccccc2)c(=O)[nH]c1=O)c1ccncc1,1,94,·,-2,0.1,14,12,-8,-3

(further entries)
Structure,MCL1 BIM primary,CR mimetic SO,MEX-5 binding,Fam108B counter,Efflux pump mplx,ZTA counter,EBNA-1 inh,GLD-1 RNA inh,Bcl-xL primary
O=C1/C(=C\c2ccc([N+](=O)[O-])cc2)N2CCC1CC2,18,82,2.0,-6,-0.2,-13,7,-9,7
Cc1ccccc1CCNCc1cc2cccc(C)c2[nH]c1=O,10,100,-0.3,1,0.1,2,1,4,10
CC(=O)N1N=C2C3CCN(CC3)C2C1c1ccc(F)cc1 (configuration not stated),-4,95,-0.3,1,-0.1,3,0,3,-6
O=C1C2C3CCC(O3)C2C(=O)N1c1cccc(F)c1 (configuration not stated),3,104,1.1,1,-0.2,-5,-6,6,3
CN(C)c1nc(OCCNC(=O)COc2ccc(Cl)cc2Cl)nc(N2CCCCC2)n1,-6,92,-0.3,-1,-0.5,2,10,-1,-1
CC(C)(C)N(NC(=O)c1ccccc1)C(=O)c1ccccc1,7,83,-1.6,1,0.9,3,-10,-4,3
Cc1ccc(NC(=O)c2cc(-c3ccccc3)n(CCCN3CCOCC3)c2C)cc1,3,112,0.0,0,0.0,-1,-3,5,8
COCCN1C(=O)NC(=O)/C(=C\c2ccc(F)cc2)C1=O,2,98,3.0,-4,0.1,4,5,0,3
Cc1ccc(S(=O)(=O)N2CCCC(C(=O)N3CCC4(CC3)OCCO4)C2)cc1 (configuration not stated),2,86,0.4,4,0.0,5,13,0,5
COc1cc(C(CN)CC(=O)O)ccc1O (configuration not stated),8,99,-1.6,0,0.0,-7,2,7,8
C1=C(c2c[nH]c3ccccc23)CCN(Cc2ccccc2)C1,-7,112,1.0,-1,0.0,6,5,-7,-2
NC(N)=N/N=C/c1ccc(N2CCOCC2)cc1,4,104,1.2,1,0.2,1,-1,-1,1
O=C1CCCN1c1ccc(S(=O)(=O)O)cc1 (tested in a mixture with another compound),3,100,-0.5,1,0.1,1,-4,1,4
Cc1c2cnn(CC(=O)N3CCC4(CC3)OCCO4)c(=O)c2c(C)n1Cc1ccc(F)cc1,-3,91,0.6,1,0.1,8,0,10,3
O=C(O)c1ccccc1N=Nc1c(O)[nH]c(=O)[nH]c1=O,8,99,-4.2,0,0.0,14,4,0,5
Cc1ccc(Cn2nc(C(=O)Nc3ccc(Br)cc3)cc2C)cc1,1,115,1.7,-4,0.0,-19,5,3,3
CC1(C)CC(n2[nH]c(=O)c3c2NC(=O)CSC3c2ccccc2)CCO1 (configuration not stated),6,111,-0.6,1,0.1,-15,-11,-3,6

Screening results (PubChem BioAssay)
